CRFBP-R2 block: antagonists of CRF-BP/CRF-R2 complex, primary screen, cell-based, HEK293, calcium dye fluorescence, uHTS | CRF-induced calcium fluorescence | inhibition, % at 11.8 µM | hit rate 0.59% among 350,000 | AID 588475, 2011;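 active = inhibition of the ligand-induced calcium signal above about 50% at the single tested concentration, limit read from the data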
M5 PAM: human M5 muscarinic receptor positive allosteric modulators, primary screen, CHO-K1 cells, Fluo-8 calcium fluorescence | CHO-K1 hM5, ACh EC20 PAM; 0% = ACh EC20, 100% = ACh EC100 | hit rate 0.3% among 360,000 | activation, % at 3 µM;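 active = activation above the run cutoff, the mean activation of all test compounds plus 3 SD, cut at about 18% in these data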
Target sequence (P08912 whole entry, looked up): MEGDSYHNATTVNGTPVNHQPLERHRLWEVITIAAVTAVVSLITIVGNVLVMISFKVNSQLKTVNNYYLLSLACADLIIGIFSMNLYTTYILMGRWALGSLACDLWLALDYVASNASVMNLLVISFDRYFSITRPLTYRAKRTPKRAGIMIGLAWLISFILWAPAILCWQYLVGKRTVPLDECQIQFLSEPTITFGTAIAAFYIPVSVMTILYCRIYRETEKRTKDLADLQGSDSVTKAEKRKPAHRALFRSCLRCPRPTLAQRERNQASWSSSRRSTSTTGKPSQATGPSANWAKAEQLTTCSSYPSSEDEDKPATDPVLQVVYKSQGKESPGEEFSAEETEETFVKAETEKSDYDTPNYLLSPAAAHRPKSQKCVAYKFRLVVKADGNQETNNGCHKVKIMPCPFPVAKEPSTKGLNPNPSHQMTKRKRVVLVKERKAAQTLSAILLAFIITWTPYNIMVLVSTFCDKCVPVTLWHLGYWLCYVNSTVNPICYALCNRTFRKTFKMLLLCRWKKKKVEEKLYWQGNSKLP
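Replicates: One well per compound, no replicates | System: Human M5 receptor in CHO-K1 cells | Benchmarks: Low control EC20 acetylcholine (0%), high control EC100 acetylcholine (100%) | Probe or stimulus: Acetylcholine, EC20 level | Times: Fluo-8 loading 80 min at 37 °C plus 30 min room temperature | Signal: Intracellular calcium via Fluo-8 fluorescence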
CHRM5 agonist: human M5 muscarinic receptor agonists, primary screen, CHO-K1 cells, Fluo-8 calcium fluorescence; hit rate 0.19% among 360,000; activation, % at 3 µM; CHO-K1 hM5 cells; 0% DMSO wells, 100% maximal acetylcholine response; Muscarinic acetylcholine receptor M5 (Homo sapiens), P08912;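 active = activation above the run's mean over test compounds plus 3 SD, cut at about 23% in these data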;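 note: signal is peak over basal fluorescence ratio across the kinetic read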
CRFBP-R2 agonist: agonists of CRF-BP/CRF-R2 complex, primary screen, cell-based, HEK293, calcium dye fluorescence, uHTS | CRF-binding protein / CRF receptor 2 complex (human) | calcium dye fluorescence (FLIPR); percent of saturating CRF peptide response | activation, % at 13.2 µM | hit rate 0.46% among 350,000;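 active = activation of at least 50%, plus an integration ratio under a set limit after plate pattern correction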;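 note: plate controls were neutral control wells without compound for no effect and CRF at EC100 for full effect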
M4 PAM: human M4 muscarinic receptor positive allosteric modulators, primary screen, CHO-K1 cells, Fluo-8 calcium fluorescence; Muscarinic acetylcholine receptor M4 (Homo sapiens), P08173; CHO-K1 hM4/Gqi5, ACh EC20; 0% = ACh EC20, 100% = maximal ACh; activation, % at 3 µM; hit rate 0.4% among 360,000; AID 624126, 2012;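 active = activation above its plate's cutoff, the mean activation of sample wells plus 3 SD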; note: some results filed as inactive read as strong as hits
Target sequence (P08173 whole entry, looked up): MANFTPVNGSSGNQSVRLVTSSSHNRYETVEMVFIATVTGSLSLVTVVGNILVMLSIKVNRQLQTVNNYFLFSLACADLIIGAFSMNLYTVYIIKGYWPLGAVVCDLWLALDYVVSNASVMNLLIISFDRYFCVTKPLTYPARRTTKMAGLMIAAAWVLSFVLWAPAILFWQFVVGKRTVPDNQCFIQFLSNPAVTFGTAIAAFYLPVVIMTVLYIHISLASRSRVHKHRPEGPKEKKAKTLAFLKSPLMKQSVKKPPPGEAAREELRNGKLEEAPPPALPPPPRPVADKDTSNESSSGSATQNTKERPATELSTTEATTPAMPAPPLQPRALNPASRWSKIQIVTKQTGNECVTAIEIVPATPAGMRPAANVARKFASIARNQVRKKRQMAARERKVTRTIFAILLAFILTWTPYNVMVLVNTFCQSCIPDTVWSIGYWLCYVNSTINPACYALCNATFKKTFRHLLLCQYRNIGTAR
CHRM4 antagonist: human M4 muscarinic receptor antagonists, primary screen, CHO cells, Fluo-8 calcium fluorescence; Muscarinic acetylcholine receptor M4 (Homo sapiens), P08173; CHO-hM4 cells, ACh EC80; inhibition, % at 3 µM; hit rate 0.73% among 360,000; AID 624125, 2012;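 active = inhibition above its plate's cutoff, the mean inhibition of sample wells plus 3 SD, cut at about 27% in these data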;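 note: 0% = acetylcholine EC80 with DMSO and 100% = DMSO without agonist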
M1 PAM: human M1 muscarinic receptor positive allosteric modulators, primary screen, CHO-K1 cells, Fluo-8 calcium fluorescence, 1536-well | Muscarinic acetylcholine receptor M1 (Homo sapiens), P11229 | CHO-K1 hM1, ACh EC20; 0% = ACh EC20, 100% = maximal ACh | activation, % at 3 µM | hit rate 0.088% among 360,000 | AID 588819, 2011; in the data active = activation above about 19%, passing the limit was not always enough
M5 antag: human M5 muscarinic receptor antagonists, primary screen, CHO cells, Fluo-8 calcium fluorescence; hit rate 0.59% among 360,000; AID 624040, 2012; CHO-hM5 cells, ACh EC80; Muscarinic acetylcholine receptor M5 (Homo sapiens), P08912; inhibition, % at 3 µM;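 active = inhibition above a per-plate cutoff, the mean of that plate's test compounds plus 3 SD, cut at about 27% in these data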;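 note: 0% = acetylcholine EC80 with DMSO and 100% = DMSO without agonist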
M4 ag: human M4 muscarinic receptor agonists, primary screen, CHO-K1 cells, Fluo-8 calcium fluorescence; CHO-K1 hM4/Gqi5; vehicle 0%, full acetylcholine response 100%; activation, % at 3 µM; hit rate 0.14% among 360,000; AID 624127, 2012;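 active = activation above the run mean over all test wells plus 3 SD, cut at about 32% in these data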;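 note: peak over basal fluorescence ratio per well then scaled between controls; 0% = DMSO wells and 100% = acetylcholine at EC100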
Numbers without * were called inactive.

For COC(=O)c1ccc(OC)c(-c2c(OC)cc(OC)cc2OC)c1 the results were CRFBP-R2 block 19, M5 PAM 0, CHRM5 agonist -3, CRFBP-R2 agonist -3.4, M4 PAM 24, CHRM4 antagonist -9, M1 PAM 5, M5 antag -5 and M4 ag -2.
For Cc1ccc2c(CSc3nc4ccccc4c(=O)n3CCCO)cc(=O)oc2c1C the results were CRFBP-R2 block -9, M5 PAM -7, CHRM5 agonist 1, CRFBP-R2 agonist 2.3, M4 PAM -10, CHRM4 antagonist -5, M1 PAM -8, M5 antag 11 and M4 ag 8.
For CC(C)(C)C(=O)Nc1ccc(C(=O)OC2CCCCC2)cc1 the results were CRFBP-R2 block -58, M5 PAM -1, CHRM5 agonist -2, CRFBP-R2 agonist -0.8, M4 PAM -7, CHRM4 antagonist 10, M1 PAM 0, M5 antag -2 and M4 ag -2.
Cc1ccc(S(=O)(=O)N2CCC(C(=O)OC(C)C(=O)NC(N)=O)CC2)cc1C (stereo unspecified) was read as CRFBP-R2 block 9, M5 PAM 7, CHRM5 agonist 3, CRFBP-R2 agonist -2.7, M4 PAM 8, CHRM4 antagonist 0, M1 PAM 2, M5 antag -11 and M4 ag 2.
COc1ccc(Cl)cc1NC(=O)CN1CCCC1 was read as CRFBP-R2 block 5, M5 PAM -4, CHRM5 agonist -3, CRFBP-R2 agonist -0.4, M4 PAM 4, CHRM4 antagonist -9, M1 PAM -6, M5 antag 1 and M4 ag 1.
`CC(Sc1nnnn1C)C(=O)Nc1ccccc1` (stereo unspecified) gave CRFBP-R2 block 6, M5 PAM -1, CHRM5 agonist -1, CRFBP-R2 agonist -0.1, M4 PAM 1, CHRM4 antagonist -16, M1 PAM 2, M5 antag -19 and M4 ag 1.
`COc1ccc2c(c1)O/C(=C\c1ccccc1O)C2=O` gave CRFBP-R2 block 4, M5 PAM -3, CHRM5 agonist -3, CRFBP-R2 agonist -0.5, M4 PAM -3, CHRM4 antagonist 9, M1 PAM 4, M5 antag 5 and M4 ag 1.
O=C(NCC1CCOCC1)c1ccc(OC2CCN(Cc3ccccn3)CC2)cc1 was read as CRFBP-R2 block 4, M5 PAM 0, CHRM5 agonist -3, CRFBP-R2 agonist 1.7, M4 PAM -4, CHRM4 antagonist 2, M1 PAM 7, M5 antag 6 and M4 ag 1.
For O=C1NC(c2ccccc2)=C(c2nc3ccccc3s2)C(c2ccc(F)cc2)N1 (stereo unspecified) the results were CRFBP-R2 block 4, M5 PAM 3, CHRM5 agonist -1, CRFBP-R2 agonist 2.3, M4 PAM 25, CHRM4 antagonist -9, M1 PAM 13, M5 antag -1 and M4 ag -1.
For N#CCSc1nnc(-c2ccc(F)cc2)n1N the results were CRFBP-R2 block 1, M5 PAM 4, CHRM5 agonist 5, CRFBP-R2 agonist -0.1, M4 PAM 4, CHRM4 antagonist 1, M1 PAM 5, M5 antag 5 and M4 ag 1.
C/C(Cn1cnc([N+](=O)[O-])n1)=N\NC(=O)c1ccccc1 was read as CRFBP-R2 block -25, M5 PAM -2, CHRM5 agonist 0, CRFBP-R2 agonist 2.8, M4 PAM 3, CHRM4 antagonist -8, M1 PAM 7, M5 antag 2 and M4 ag 1.
Screening Cc1nc2c(C)cccn2c1/C(O)=C1\C(=O)C(=O)N(CCN2CCOCC2)C1c1ccncc1 (stereo unspecified) returned CRFBP-R2 block 26, M5 PAM 0, CHRM5 agonist 1, CRFBP-R2 agonist 1.9, M4 PAM 3, CHRM4 antagonist 8, M1 PAM 8, M5 antag 3 and M4 ag 0.
COC(=O)c1ccc(COC(=O)CNC(=O)CNC(=O)c2ccc(OC)cc2)cc1 was read as CRFBP-R2 block 1, M5 PAM -8, CHRM5 agonist -2, CRFBP-R2 agonist 0.8, M4 PAM -13, CHRM4 antagonist 1, M1 PAM 2, M5 antag 15 and M4 ag 0.
CCCCN=C1NN=C(c2ccc3c(c2)OCCO3)CS1 was read as CRFBP-R2 block -29, M5 PAM 1, CHRM5 agonist -1, CRFBP-R2 agonist 2.0, M4 PAM -1, CHRM4 antagonist 2, M1 PAM -3, M5 antag 4 and M4 ag 1.
For Fc1ccc(C2CC(c3ccccc3)n3ncnc3N2)cc1 (stereo unspecified) the results were CRFBP-R2 block -6, M5 PAM 5, CHRM5 agonist -4, CRFBP-R2 agonist 3.5, M4 PAM 7, CHRM4 antagonist 0, M1 PAM 9, M5 antag 4 and M4 ag 2.
CCOC(=O)c1ccc(NC(=O)NCc2c(C)nn(CC)c2C)cc1 was read as CRFBP-R2 block -12, M5 PAM 3, CHRM5 agonist 3, CRFBP-R2 agonist -1.0, M4 PAM 1, CHRM4 antagonist -9, M1 PAM 5, M5 antag 9 and M4 ag 3.
O=C1CCCCN1CCC(=O)N1CCCC(Nc2ccc(F)c(F)c2)C1 (stereo unspecified) was read as CRFBP-R2 block 14, M5 PAM -1, CHRM5 agonist -3, CRFBP-R2 agonist 0.7, M4 PAM -7, CHRM4 antagonist 6, M1 PAM 3, M5 antag 10 and M4 ag 0.
`CN(Cc1ccccc1)c1cc2c(c3c1ccn3C)C1CCC2O1` (stereo unspecified) gave M5 PAM 4, CHRM5 agonist -1, M4 PAM -4, CHRM4 antagonist -7, M1 PAM -2, M5 antag -3 and M4 ag -3.
Screening CCN(Cc1ccccc1)C(=O)C1CCN(S(=O)(=O)c2ccc3c(c2)OCCO3)CC1 returned CRFBP-R2 block 10, M5 PAM -3, CHRM5 agonist 37*, CRFBP-R2 agonist -1.4, M4 PAM 1, CHRM4 antagonist -2, M1 PAM 5, M5 antag 1 and M4 ag 5.
`CCCc1c(C(=O)NNc2ccc(C)cc2)cnn1-c1ccccc1` gave CRFBP-R2 block 14, M5 PAM 5, CHRM5 agonist 2, CRFBP-R2 agonist -2.1, M4 PAM -3, CHRM4 antagonist 0, M1 PAM 1, M5 antag 7 and M4 ag 0.
Screening O=S(=O)(NC1CCCc2ccccc21)c1cnc[nH]1 (stereo unspecified) returned CRFBP-R2 block -3, M5 PAM -2, CHRM5 agonist -2, CRFBP-R2 agonist -1.6, M4 PAM 1, CHRM4 antagonist 3, M1 PAM 5, M5 antag 1 and M4 ag 0.
Screening CC1(C)Cc2c(sc3nc(C4CCCCC4)n(N)c(=O)c23)CO1 returned CRFBP-R2 block -13, M5 PAM 2, CHRM5 agonist 1, CRFBP-R2 agonist 0.7, M4 PAM 2, CHRM4 antagonist 0, M1 PAM 13, M5 antag -4 and M4 ag 1.
Screening CCN(CC(=O)NCc1cccs1)S(=O)(=O)c1ccc(F)cc1 returned CRFBP-R2 block 11, M5 PAM 0, CHRM5 agonist 2, CRFBP-R2 agonist -0.1, M4 PAM 1, CHRM4 antagonist -7, M1 PAM 3, M5 antag 5 and M4 ag 2.
`COc1ccc(Cn2ccnc2SCC(=O)Nc2ccccc2)cc1` gave CRFBP-R2 block 17, M5 PAM 6, CHRM5 agonist -3, CRFBP-R2 agonist 3.2, M4 PAM 4, CHRM4 antagonist -5, M1 PAM 3, M5 antag 5 and M4 ag 2.
For Nc1nc2c(F)cccc2s1 the results were CRFBP-R2 block 5, M5 PAM 4, CHRM5 agonist 1, CRFBP-R2 agonist -0.4, M4 PAM 9, CHRM4 antagonist 0, M1 PAM 8, M5 antag -5 and M4 ag 2.
Screening Cc1ccc2nc(-c3ccc4c(c3)OCCO4)cc(C(=O)O)c2c1 returned CRFBP-R2 block 15, M5 PAM -2, CHRM5 agonist -1, CRFBP-R2 agonist -2.6, M4 PAM 1, CHRM4 antagonist -4, M1 PAM 2, M5 antag 0 and M4 ag 1.
For CCOC1=C2[C@@H](CN(S(=O)(=O)c3ccc(C)cc3)[C@H]2c2ccc(Cl)cc2)[C@H]2C(=O)N(c3ccccc3)C(=O)[C@H]2C1 the results were M5 PAM 2, CHRM5 agonist 2, M4 PAM 17, CHRM4 antagonist -18, M1 PAM 9, M5 antag 2 and M4 ag 1.
COc1ccc(Cl)cc1NC(=O)CNc1ccc(F)cc1C was read as CRFBP-R2 block 10, M5 PAM -6, CHRM5 agonist -5, CRFBP-R2 agonist -2.9, M4 PAM 2, CHRM4 antagonist 0, M1 PAM 0, M5 antag 4 and M4 ag 2.
`COCCOc1ccc(C(F)(F)F)cc1NC(=O)COC(=O)c1c(C)noc1C` gave CRFBP-R2 block -14, M5 PAM 0, CHRM5 agonist 1, CRFBP-R2 agonist -1.1, M4 PAM 2, CHRM4 antagonist -3, M1 PAM 0, M5 antag 3 and M4 ag 1.
`Cc1c(NC(=O)C(C)OC(=O)c2cc(Cl)ccc2O)c(=O)n(-c2ccccc2)n1C` (stereo unspecified) gave CRFBP-R2 block -2, M5 PAM -10, CHRM5 agonist -2, CRFBP-R2 agonist -0.5, M4 PAM 4, CHRM4 antagonist -6, M1 PAM 8, M5 antag 15 and M4 ag 1.
COc1cc(-c2cc(N3C(=O)Nc4ccccc4N3O)n[nH]2)cc(OC)c1OC was read as CRFBP-R2 block -3, M5 PAM -5, CHRM5 agonist 1, CRFBP-R2 agonist -0.2, M4 PAM 3, CHRM4 antagonist -5, M1 PAM 5, M5 antag 10 and M4 ag 0.
For COc1ccc(S(=O)(=O)N2CCOCC2)cc1NC(=O)Cc1coc2cc(C)c(C)cc12 the results were CRFBP-R2 block 5, M5 PAM -2, CHRM5 agonist -5, CRFBP-R2 agonist -1.7, M4 PAM -5, CHRM4 antagonist 14, M1 PAM -2, M5 antag 4 and M4 ag 2.

Screening data as filed in PubChem BioAssay.
